# Source: PubChem (Sanford-Burnham Center for Chemical Genomics)
# tim10-1 inh – inhibits growth of tim10-1 mutant yeast; S. cerevisiae tim10-1 ts strain growth, BacTiter-Glo, 24 h; inhibition, % at 20 µM; 2.2% of 330,000 active;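 active means inhibition of at least 40%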;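 further: mutant grown at 25 °C; 0% = DMSO wells with yeast and 100% = wells holding no yeast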
# tim23-1 inh – inhibits growth of tim23-1 mutant yeast | inhibition, % at 20 µM | 1.3% of 330,000 active | S. cerevisiae tim23-1 growth, BacTiter-Glo luminescence, 24 h;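 active means growth inhibition of the mutant yeast at or above 50%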;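 further: temperature-sensitive mutant grown at 25 °C; plate controls were DMSO-treated mutant yeast for no effect and medium wells lacking yeast for full effect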
# UPR XBP1 act – adaptive UPR (XBP1) activation; CHO-XBP1 luciferase reporter, IRE1-XBP1 UPR activation, luminescence; percent of tunicamycin response, DMSO as zero; activation, % at 20 µM; 0.33% of 330,000 active;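 active means versus positive control, 20 µM dose yields 30% or more activation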;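 further: 100% = tunicamycin at 10 µg/mL and 0% = DMSO only wells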
#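 Material: CHO cell line with stable XBP1 luciferase reporter; buffer or medium: F12 medium containing 10% fetal bovine serum; compound: single point, 20 µM final compound, 1% DMSO; incubation: 6 h treatment, 37 °C; measured by: glow luminescence from Steady-Glo reagent; evaluation: activation, % of tunicamycin; control set: tunicamycin high, DMSO low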
# UPR CHOP act – apoptotic UPR (CHOP) activation | CHO-CHOP luciferase reporter, luminescence; percent of tunicamycin response over DMSO baseline | activation, % at 10 µM | 0.34% of 330,000 active | AID 449763;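 active means at 10 µM dose, activation of 40% or more, normalized to positive control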;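 further: 100% = tunicamycin at 10 µg/mL and 0% = DMSO alone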
#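 Evaluation: % reporter activation, DMSO baseline versus tunicamycin full activation; System: CHO-CHOP luciferase reporter cell line; Input: 500 cells/well; Incubation: 6 h compound treatment, 37 °C; Measured by: Steady-Glo luciferase luminescence; Dosing: one dose, 10 µM in 0.5% DMSO; Buffer or medium: F12 medium, 10% FBS; Benchmarks: positive tunicamycin 10 µg/mL, negative DMSO alone.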
# Mdm2 MdmX PPI – human Mdm2/MdmX binding inhibition; O15151+Q00987; SaOS-2 split-luciferase Mdm2/MdmX complementation, luminescence; inhibition, % at 8 µM; 3% of 330,000 active; AID 485346;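 active means inhibition of at least 50% at 8 µM in the primary screen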
# Target sequence (O15151 whole entry, looked up): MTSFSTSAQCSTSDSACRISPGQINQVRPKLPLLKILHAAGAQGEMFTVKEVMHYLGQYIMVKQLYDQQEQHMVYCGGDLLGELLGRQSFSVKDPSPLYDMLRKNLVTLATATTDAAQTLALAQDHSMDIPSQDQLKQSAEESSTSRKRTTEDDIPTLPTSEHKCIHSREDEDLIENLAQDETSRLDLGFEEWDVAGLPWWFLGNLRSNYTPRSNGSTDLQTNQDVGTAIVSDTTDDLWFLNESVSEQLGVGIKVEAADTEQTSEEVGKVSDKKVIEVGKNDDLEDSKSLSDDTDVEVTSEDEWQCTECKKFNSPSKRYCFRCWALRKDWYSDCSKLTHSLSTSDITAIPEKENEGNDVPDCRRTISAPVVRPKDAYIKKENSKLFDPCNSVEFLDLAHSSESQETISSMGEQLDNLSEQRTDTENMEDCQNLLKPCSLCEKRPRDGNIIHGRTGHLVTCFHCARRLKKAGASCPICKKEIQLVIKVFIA
# Target sequence (Q00987 whole entry, looked up): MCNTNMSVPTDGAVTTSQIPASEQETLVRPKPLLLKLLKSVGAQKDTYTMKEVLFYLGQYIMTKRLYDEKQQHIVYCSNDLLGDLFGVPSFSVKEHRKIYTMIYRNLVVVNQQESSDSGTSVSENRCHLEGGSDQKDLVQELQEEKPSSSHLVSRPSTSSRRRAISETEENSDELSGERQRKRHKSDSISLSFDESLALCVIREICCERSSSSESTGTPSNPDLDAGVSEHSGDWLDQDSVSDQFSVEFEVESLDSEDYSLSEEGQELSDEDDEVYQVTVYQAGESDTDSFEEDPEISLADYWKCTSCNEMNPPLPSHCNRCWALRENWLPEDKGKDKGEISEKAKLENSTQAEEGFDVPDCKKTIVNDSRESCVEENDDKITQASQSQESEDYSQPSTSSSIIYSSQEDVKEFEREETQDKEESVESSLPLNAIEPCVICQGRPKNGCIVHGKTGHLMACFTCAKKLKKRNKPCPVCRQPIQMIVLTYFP
# Jurkat NFkB inh – lowers PMA/ionomycin-induced NF-kB signal in Jurkat cells. PMA/ionomycin-induced NF-kB luciferase reporter, luminescence. inhibition, % at 4 µM. 0.53% of 330,000 active; in the data active means inhibition above about 50%
# 697 NFkB inh – lowers PMA/ionomycin-induced NF-kB signal in 697 B cells; 697 B-cell NF-kB luciferase reporter, 16 h; inhibition, % at 4 µM; 0.33% of 330,000 active; in the data active means inhibition above about 35%
# TIM10 inh – inhibits growth of TIM10 yeast strain; S. cerevisiae TIM10 strain growth, BacTiter-Glo luminescence, 24 h; 1.4% of 330,000 active; inhibition, % at 10 µM;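 active means inhibition of 40% or more at the single tested concentration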;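 further: wild-type TIM10 isogenic control strain grown at permissive 25 °C; 0% = DMSO yeast wells and 100% = minimal medium wells without yeast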
# * = called active by the depositor.
# The line under a structure holds: tim10-1 inh, tim23-1 inh, UPR XBP1 act, UPR CHOP act, Mdm2 MdmX PPI, Jurkat NFkB inh, 697 NFkB inh, TIM10 inh
- COc1ccc(C(=O)NCCSCc2ccccc2C)cc1
 : 23, 15, 1, 0.1, -20, -15, -5, 20
- CCS(=O)(=O)NC(C)C(c1cccs1)N1CCN(c2ccc(OC)cc2)CC1 (centres undefined)
 : 19, 26, -1, 0.7, 17, 2, 8, 1
- COc1ccc(N2CCN(C(=O)CCCSc3nc4ccccc4[nH]3)CC2)cc1
 : 32, 2, -2, -1.1, 18, -1, 7, -21
- O=C(CCn1c(=O)oc2ccccc21)NCCCN1CCCC1=O
 : 9, 0, 0, -0.9, 5, 4, 4, 2
- CN1CCN(c2nc3ccccc3nc2C(C#N)C(=O)OC2CCCCC2)CC1 (centres undefined)
 : 0, 27, 2, -0.6, 51*, 6, 13, 14
- CCc1c(C)nc(SCC(=O)Nc2ccc(Br)cc2)[nH]c1=O
 : -6, -5, 0, 0.3, 12, 1, 7, 4
- CCc1ccc(N/C(=N/c2nc(C)cc(C)n2)NC(C)=O)cc1
 : 25, 34, -4, 0.8, 9, 8, -1, 24
- CC(=O)Nc1ccc(S(=O)(=O)NCCS(=O)(=O)N2CCN(c3ccccc3F)CC2)cc1
 : 1, 6, -3, 3.4, 18, 19, -15, -3
- O=C(CC1SC(=NCCc2ccccc2)N(/N=C/c2cccs2)C1=O)Nc1ccc(Cl)cc1 (centres undefined)
 : 39, 28, 1, 2.5, 10, -19, -32, 15
- CC1CCCC(NC(=O)COC(=O)c2n[nH]c3ccccc23)C1C (centres undefined)
 : 6, 11, -3, -0.7, 22, 17, 2, -6
- Cc1ccc(NC(=O)c2ccc(CSc3nnc(-c4ccncc4)n3C)cc2)c(C)c1
 : 5, 6, -5, 0.1, 19, 2, 6, -16
- CCCn1c(=O)c(Cc2ccccc2)c(O)c2ccccc21
 : -3, 15, -1, 2.4, -1, 9, 8, 1
- COc1ccc(/C(C)=N/NC(=O)CNC(=O)/C=C/c2ccccc2OC)cc1
 : 10, 12, 1, -0.6, 14, 2, 8, -5
- O=C(CCC1CCCC1)NCCS(=O)(=O)N1CCN(c2ccc(F)cc2)CC1
 : 14, 16, -2, -0.1, -9, 16, 0, 12
- Cc1ccc(NC(=O)CCc2ccc(S(=O)(=O)N3CCOCC3)cc2)c(C)c1
 : 12, 5, 0, 1.4, 7, 2, 0, 3
- C(=Nc1ccc(N2CCOCC2)cc1)c1c[nH]c2ccccc12
 : -15, 18, 0, 4.1, -2, -22, -1, 1
- Cc1cccc(-n2nnc(C(=O)NCc3ccccn3)c2N)c1
 : 6, 2, 1, 3.9, 6, 2, -4, -1
- O=[N+]([O-])c1ccc(/C=N/n2c(-c3ccccc3)n[nH]c2=S)cc1
 : 25, 29, -2, 0.4, -1, 3, 6, 8
- CS(=O)(=O)N(CC(=O)N1CCCC1)c1ccc2c(c1)OCCO2
 : 6, 5, 0, -0.4, 8, 2, 14, 3
- CCCCN1C(=O)c2ccc(C(=O)NC3=NCCS3)cc2C1=O
 : 12, 31, 3, 1.8, 6, 0, -9, 3
- COc1ccc(Cl)cc1C(=O)Nc1ccc2c(c1)OCCO2
 : 17, 43, 2, 4.2, -47, -94, -114, 16
- CC(C)CC(NS(=O)(=O)c1ccc2c(c1)oc(=O)n2C)C(=O)N1CC=C(c2ccccc2)CC1 (centres undefined)
 : 22, 33, -4, 0.5, 8, 3, 8, 15
- CCOC(=O)/C(C#N)=C1/C=C(C)c2ccccc2N1
 : 15, -5, 4, 4.2, -4, -1, -3, -2
- O=C(c1nn2c(C(F)(F)F)cc(-c3ccccc3)nc2c1Cl)N1CCN2CCCC2C1 (centres undefined)
 : 16, 21, 0, 3.2, 21, 10, 3, 12
- COC(=O)c1cn(NC(=O)CCC2CCCC2)c(=O)c2ccccc12
 : 12, 17, -2, -2.3, 14, 0, -1, -9
- COc1cccc(NC(=O)C(OC(=O)c2ccccc2NS(=O)(=O)c2cccs2)c2ccccc2)c1 (centres undefined)
 : 30, 8, -1, 0.4, 34, 10, 1, 33
- O=C(NNc1ccccn1)c1ccccc1CC[N+](=O)[O-]
 : 17, 19, -2, 0.6, -2, -12, 0, 15
- Cc1ccc(C(=O)CNc2cccc([N+](=O)[O-])c2)cc1
 : 13, 10, 0, 3.1, 4, -12, 1, -4
- CCC(C)NC(=O)c1ccc(NC(=O)C2CCCO2)cc1 (centres undefined)
 : 13, 0, 1, 1.3, -4, -23, -43, 6
- COCCN(C(=O)CSCc1ccccc1)c1c(N)n(Cc2ccccc2)c(=O)[nH]c1=O
 : 4, 8, 4, -0.8, -8, 6, -2, 8
- Cn1c(-c2ccccc2)cnc1SCC(N)=O
 : 4, 10, -1, 0.0, -26, 9, 7, 1
- CN1CCC(N(C)S(=O)(=O)c2ccc(NC(=O)COc3cccc(Cl)c3)cc2)CC1
 : -6, -6, -3, 0.6, 24, 3, -22, 3
- CCCCN(CC)C(=O)/C=C/c1cccc([N+](=O)[O-])c1
 : 29, 20, 0, 2.9, -12, 2, 12, 30
- O=C(N/N=C/c1cc(Cl)ccc1O)c1cccnc1
 : -24, 44, 0, -2.2, 31, 22, -25, 18
- O=C(NN1C(=O)c2ccccc2C1=O)c1ccncc1
 : -5, -2, 3, 1.3, -25, -6, 11, -15
- COC(=O)CCC(=O)Nc1nc(-c2ccccc2)cs1
 : -1, 7, 6, -0.5, 1, 7, 11, -6
- CCOC(=O)C1C(=O)C=C(c2ccc([N+](=O)[O-])cc2)CC1c1ccccc1 (centres undefined)
 : 28, 28, -3, 0.2, -8, 5, -33, 22
- CCc1nc2ccccc2c(C(=O)Nc2ccc(F)cc2)c1C
 : 5, -5, -4, -3.1, 18, 6, -8, 2
- Cc1cccc(N(CC(=O)NC2CCCC2)C(=O)c2cc3cc4cccc(C)c4nc3s2)c1C
 : 3, 8, -4, 1.9, 3, 23, 13, 12
- COc1ccc(/C=N/N2CCN(C)CC2)c(OC)c1OC
 : -1, 0, 0, 5.2, -5, 3, 9, 4

# Records listed above shown as hits in Mdm2 MdmX PPI.
Molecule	tim10-1 inh	UPR XBP1 act	Mdm2 MdmX PPI	Jurkat NFkB inh	697 NFkB inh	TIM10 inh
CN1CCN(c2nc3ccccc3nc2C(C#N)C(=O)OC2CCCCC2)CC1 (centres undefined)	0	2	51*	6	13	14

# More results.
# The line under a structure holds: tim10-1 inh, tim23-1 inh, UPR XBP1 act, UPR CHOP act, Mdm2 MdmX PPI, Jurkat NFkB inh, 697 NFkB inh, TIM10 inh
- Cc1cccc(NC(=O)CSc2nnc(CNC(=O)c3ccco3)n2C)c1
 : -5, 4, -2, 0.2, -19, 10, 1, 4
- CCCn1c(SCC(=O)c2cc(C)n(-c3cc(C)on3)c2C)n[nH]c1=O
 : 2, 21, -2, 0.1, 20, -9, -9, 0
- CC1CCC2C(=O)N(c3ccc(NC4CCCCC4)c([N+](=O)[O-])c3)C(=O)C2C1 (centres undefined)
 : 7, 25, -2, 1.4, -7, -3, -26, 18
- OC(CN1C2=NCCN2c2ccccc21)c1ccc(Br)cc1 (centres undefined)
 : 4, 16, 0, 0.2, -22, -3, -29, 9
- Cc1ccc(-n2ncc(C(=O)NCC3CCN(C4CCCC4)C3)c2C2CCN(C(=O)OC(C)(C)C)CC2)cc1 (centres undefined)
 : 14, 6, -4, 1.0, 32, -11, -23, 8
- CC[N+](C)(CC)CCC[n+]1c(-c2ccccc2)c2cc(N)ccc2c2ccc(N)cc21
 : -25, -96, -11, -5.9, 37, 17, 32, -15
- Cc1cc2ncn(C(=O)N3CCCC3)c2cc1C
 : -16, -1, 7, 1.1, 14, 6, 14, 2
- NC1=NC[C@H](c2ccccc2)N1CCCCC1CCCCC1
 : -3, -23, -3, 0.1, 51*, 24, -20, 17
- Cc1occc1C(=O)Nc1ccc(OCc2ccccc2)cc1
 : 27, 35, -1, 2.0, -84, -82, -85, 21
- O=C(O)c1ccc(CNC(=S)Nc2ccccc2)cc1
 : -1, -9, 1, 1.2, 1, -8, 5, 8
- CCOC(=O)c1c(C)nc2ncccn12
 : -2, 7, -1, -1.3, 8, 14, 13, 8
- CCCC(=O)Nc1ccc(OCC(=O)OC)cc1
 : 10, 11, -2, -2.0, 4, 8, 6, 4
- CCOC(=O)C1(CCc2ccccc2)CCN(Cc2ccc(OC)cc2)CC1
 : 19, 0, 1, -0.9, 14, -6, -28, 13
- Cn1c(SCc2ccccc2Cl)nnc1-c1cnccn1
 : 23, 28, 3, 1.7, -14, -66, -61, 5
- CCCCN1CN(Cc2ccccc2)CNC1=S
 : 21, 15, 2, -1.0, 12, 7, -39, -19
- Cc1ccc(C2=N/C(=C/N3CCOCC3)C(=O)O2)cc1
 : 7, 7, 6, 3.9, -51, -78, -102, 9
- CC(C)NCC(O)COc1ccc(COCCOC(C)C)cc1 (centres undefined)
 : -4, 10, -5, 1.4, 0, -16, 16, -3
- COc1ccc(CCN(Cc2cccs2)S(=O)(=O)c2ccc(-n3cnnn3)cc2)cc1OC
 : 17, -11, -3, -1.5, 29, 26, -33, 15
- CCCn1c(N)c(C(=O)CSc2nc3ccccc3s2)c(=O)[nH]c1=O
 : 0, 1, 6, 2.2, 82*, -111, -433, 3
- COc1ccc(-c2nc(CC(=O)Nc3cccc(S(=O)(=O)NC4=NCCC4)c3)cs2)cc1
 : 7, 1, -2, 0.4, -8, -4, 1, 3

# Continued:
Molecule | tim10-1 inh | tim23-1 inh | UPR XBP1 act | UPR CHOP act | Mdm2 MdmX PPI | Jurkat NFkB inh | 697 NFkB inh | TIM10 inh
CC1=C([N+](=O)[O-])C(c2ccc(Cl)cc2)NC(=O)N1C (centres undefined) | 2 | -2 | -4 | -1.5 | 10 | 0 | 4 | -1
Cc1sc(N)nc1-c1ccc(Oc2ccccc2)cc1 | 40* | 69* | 0 | 7.4 | -1 | -9 | -15 | 29
C[C@@H]1CN([C@@H](C)CO)C(=O)Cc2cc(NC(=O)Nc3cccc4ccccc34)ccc2O[C@@H]1CN(C)S(C)(=O)=O | -4 | 10 | -1 | 0.7 | 25 | 1 | 17 | 4
O=C(Cc1cccc(F)c1)N1CCCC(CO)(Cc2ccc(F)cc2F)C1 (centres undefined) | 19 | 28 | -6 | -0.7 | 16 | -2 | 1 | -9
Nc1ccc(Cl)c[n+]1Cc1cccc2cccnc12 | 11 | 6 | -2 | 2.3 | -4 | -1 | -31 | 9
Cc1nc2ccccc2c(=O)n1-c1ccc(F)c(NC(=O)c2cccs2)c1 | -27 | -19 | -1 | -1.7 | -5 | -5 | -10 | -8
Cc1ccc(NC(=S)NC(=O)C2CCC2)cc1C | 27 | 48 | 1 | 6.6 | 17 | -11 | -72 | 29
O=C1O/C(=C\c2ccccc2)c2ccccc21 | -1 | 16 | 6 | 5.2 | -15 | 6 | -22 | 21
Cc1ccc(S(=O)(=O)N(CC(=O)Nc2cccc(C(F)(F)F)c2)C(=O)N2CCN(C)CC2)cc1 | 5 | -9 | -5 | -1.1 | 1 | 1 | 6 | -3
COc1ccccc1N=Cc1c(O)c2ccccc2oc1=O | -4 | 1 | 120* | 130* | 29 | 1 | -2 | 3
CC(C)OC(=O)C(CC(=O)O)N1CCOCC1 (centres undefined) | -7 | 10 | -4 | -2.3 | 17 | 5 | 20 | 2
O=c1c2c([nH]c3ccccc13)CCCC2 | 3 | 10 | -2 | 2.0 | 1 | 9 | 5 | 11
COc1ccc(C2/C=C\CN(S(=O)(=O)/C=C/c3ccccc3)CC(=O)N2Cc2ccc(F)cc2)cc1 (centres undefined) | 15 | 17 | -1 | 0.0 | 26 | -6 | 12 | -1

# Part of the list above with just tim23-1 inh.
SMILES | tim23-1 inh
COc1cccc(NC(=O)C(OC(=O)c2ccccc2NS(=O)(=O)c2cccs2)c2ccccc2)c1 (centres undefined) | 8
O=C(NNc1ccccn1)c1ccccc1CC[N+](=O)[O-] | 19
Cc1ccc(C(=O)CNc2cccc([N+](=O)[O-])c2)cc1 | 10
CCC(C)NC(=O)c1ccc(NC(=O)C2CCCO2)cc1 (centres undefined) | 0
